# RXFP1 agonist = agonists of human relaxin receptor RXFP1. HEK293T-RXFP1 cAMP TR-FRET, 30 min; response scale: percent of porcine relaxin response, buffer zero. Potency, µM (series often up to 57.5 µM), for inactives: at the highest dose activation, actives largely listed as activators. 370,000 tested, 0.3% active. AID 2676; also: potency is read from the fitted curve at half-maximal effect; % is scaled to controls: 0 for no effect and ±100 for the full control effect; nearly all actives have a fitted effect of over 60% in size; many of its hits are not listed in these tables
#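 HEK293T cells stably expressing RXFP1 were pretreated with the PDE4 inhibitor Ro 20174, exposed to compounds for 30 min at 37C, lysed, and cAMP was read by TR-FRET. Data normalized to buffer (basal) and 29 nM porcine relaxin (100%).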
# Glioma ERSR ind = induces the endoplasmic reticulum stress response in human glioma cells | AID 602332 | U87-MG GRP78 promoter luciferase reporter, 16 h | Potency, µM, without a hit: at the top dose activation, usual class: activators | 420,000 tested, 0.02% active; also: potency is read from the fitted curve at half-maximal effect; series mostly up to about 76 µM; % of control where 0% means no effect; nearly all actives have a fitted effect of over 35% in size
#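 Stably transfected U87-MG glioma cells carrying a GRP78-based luciferase sensor; 16 h compound incubation. Luminescence end-point read 10 min after Bright-Glo addition at room temperature.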
# USP1-UAF1 inh = USP1/UAF1 (human) deubiquitinase inhibition; O94782; recombinant USP1/UAF1, Ub-Rhodamine cleavage fluorescence; Potency, µM (series often up to 57.1 µM), for the others: top-dose activity change, negative = inhibition, usual class: inhibitors; 390,000 tested, 0.23% active; AID 743255; also: potency is read from the fitted curve at half-maximal effect; % is scaled to controls: 0 for no effect and ±100 for the full control effect; nearly all actives have a fitted effect of over 60% in size; inactives centre near -12
#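 Step one: compound is pinned into 1nM USP1/UAF1 in HEPES pH 7.8 buffer with TCEP. Step two: 15 min room-temperature incubation. Step three: Ub-Rho (150nM final) starts cleavage, tracked by fluorescence over six one-minute reads.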
# mIDH1 inhibitor = inhibitors of human mutant IDH1 R132H; O75874; IDH1-R132H enzyme, NADPH consumption, diaphorase/resazurin fluorescence; Potency, µM (doses to about 76.6 µM), without a hit: at the highest dose activity change, negative = inhibition, most hits filed as inhibitors; 390,000 tested, 0.093% active; also: potency is read from the fitted curve at half-maximal effect; % is scaled to controls: 0 for no effect and ±100 for the full control effect; nearly all actives have a fitted effect of over 65% in size
#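 IDH1-R132H (0.5 ug/mL) preincubated 30 min with compound, then NADPH (0.016 mM) and alpha-KG (2 mM) added; 80 min at RT, pH 7.5. Remaining NADPH coupled via diaphorase/resazurin to fluorescence (540/590 nm); concentration-response curves normalized to no-enzyme control.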
# LDHA block = LDHA (human) enzyme inhibition; purified LDHA, NADH/diaphorase-resazurin fluorescence; active compounds read low; activity change, % (values are at about 110 or 230 µM); 480,000 tested, 0.15% active; in the data active = activity change below about -30%; inconclusive = mostly about -25% to -30%;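 also: plate controls were DMSO wells for no effect and wells without enzyme for full effect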
#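 LDH5 2 nM; NADH 0.06 mM, pyruvate 0.2 mM; 200 mM Tris pH 7.4, EDTA, Tween-20; 5 min RT. Detection: diaphorase 0.133 mg/mL + resazurin 37 µM, fluorescence ex540/em590 at 0 and 20 min; normalized to enzyme-free and DMSO wells.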
# Vif-APOBEC3F blk = inhibitors of Vif-A3F interaction | HeLa A3F-eYFP + Vif (tagged APOBEC3F with the HIV-1 protein that degrades it), YFP fluorescence increase | 390,000 tested, 0.2% active | Potency, µM (series often up to 46.1 µM), without a hit: top-dose activity, negative = active; also: potency is read from the fitted curve at half-maximal effect; % of control where 0% means no effect; nearly all actives have a fitted effect of over 65% in size
#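 HeLa cells stably expressing Vif plus C-terminally eYFP-tagged A3F were seeded, incubated overnight at 37 deg C, dosed with compound, incubated overnight again at 37 deg C. Yellow fluorescence (Ex 488/Em 500-530) reported blocked Vif-mediated A3F-eYFP degradation.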
# PI4K2A inh = PI4K2A (human) kinase inhibition; purified PI4K2A, ADP-Glo luminescence, 1 h; active compounds read low; activity change, negative = inhibition, % at 76.9 µM; 420,000 tested, 0.13% active; in the data active = activity change below about -50%; inconclusive = mostly about -30% to -49%;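 also: -100% = wells without enzyme as full effect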
# Target sequence (Q9BTU6 whole entry, looked up): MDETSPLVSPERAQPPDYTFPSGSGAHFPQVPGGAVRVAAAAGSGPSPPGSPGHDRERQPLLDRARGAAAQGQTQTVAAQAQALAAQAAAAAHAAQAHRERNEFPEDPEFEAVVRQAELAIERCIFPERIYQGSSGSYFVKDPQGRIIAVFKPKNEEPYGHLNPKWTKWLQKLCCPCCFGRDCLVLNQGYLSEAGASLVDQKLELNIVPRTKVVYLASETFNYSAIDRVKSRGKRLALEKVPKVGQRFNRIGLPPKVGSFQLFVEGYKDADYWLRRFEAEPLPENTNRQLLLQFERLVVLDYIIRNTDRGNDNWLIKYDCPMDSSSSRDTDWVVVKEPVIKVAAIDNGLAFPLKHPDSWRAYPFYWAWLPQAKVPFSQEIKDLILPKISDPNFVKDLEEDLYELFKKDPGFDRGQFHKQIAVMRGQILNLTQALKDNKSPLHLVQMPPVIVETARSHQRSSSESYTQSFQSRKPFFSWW
#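 ADP-Glo luminescence measured ADP generated by PI4K2A enzyme (4 ug/mL before mixing) with 1.2 mM PI substrate (pre-mix) and 300 microM ATP (pre-mix). Tris pH7.5 buffer with MgCl2, Triton X-100; 1 h reaction at ambient temperature.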
# Vif-A3G inh = blocks the Vif interaction with human APOBEC3G; HeLa A3G-eYFP + Vif (tagged APOBEC3G with the HIV-1 protein that degrades it), YFP fluorescence, overnight; Potency, µM (titrated, usually from 46.1 µM), without a hit: top-dose activity, negative = active, usual class: inhibitors; 410,000 tested, 0.076% active;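 also: potency is read from the fitted curve at half-maximal effect; % is scaled to controls: 0 for no effect and ±100 for the full control effect; nearly all actives have a fitted effect of over 60% in size; hits raise eYFP signal because A3G escapes Vif-driven loss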
#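 Read-out is eYFP fluorescence (Ex 488/Em 500-530) from Vif-expressing HeLa A3G-eYFP cells; more signal means A3G escaped Vif-mediated degradation. Cells plated overnight, compound pinned in, incubated overnight at 37 deg C.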
# TrxR1 substrate = substrates of rat thioredoxin reductase 1; O89049; purified TrxR1 substrate turnover, NADPH consumption readout; Potency, µM (series often up to 114 µM), for the others: at the top dose activity change, negative = substrate turnover; 390,000 tested, 0.01% active; AID 588456; also: potency is read from the fitted curve at half-maximal effect; % is scaled to controls: 0 for no effect and ±100 for the full control effect; nearly all actives have a fitted effect of over 50% in size
# Target sequence (O89049 whole entry, looked up): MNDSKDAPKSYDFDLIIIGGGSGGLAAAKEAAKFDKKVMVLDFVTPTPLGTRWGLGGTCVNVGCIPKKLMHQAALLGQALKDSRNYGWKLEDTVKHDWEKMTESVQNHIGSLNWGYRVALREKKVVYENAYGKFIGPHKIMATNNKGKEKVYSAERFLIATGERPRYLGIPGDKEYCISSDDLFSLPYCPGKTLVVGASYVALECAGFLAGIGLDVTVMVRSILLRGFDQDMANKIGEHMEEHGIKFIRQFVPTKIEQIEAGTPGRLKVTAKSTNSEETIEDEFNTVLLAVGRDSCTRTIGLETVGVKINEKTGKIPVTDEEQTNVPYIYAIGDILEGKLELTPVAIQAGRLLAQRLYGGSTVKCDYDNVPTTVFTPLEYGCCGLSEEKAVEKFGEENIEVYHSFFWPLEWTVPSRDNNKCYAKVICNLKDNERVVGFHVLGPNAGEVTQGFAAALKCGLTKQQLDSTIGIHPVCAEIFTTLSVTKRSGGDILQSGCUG
#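 Rat TrxR1, dispensed at 90 nM, was prereduced with 400 uM NADPH (final) for 5 min at ~22 deg C, then incubated with compound 15 min before 400 uM selenite. A first-read NADPH fluorescence drop versus no-compound background flagged substrates.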
# Active calls of the source: *; ? = inconclusive; . = no result given; [ ] = remark or other dose. Unless noted, calls follow the shape of the dose curve; as a rule, active = well fitted curve in the direction sought with a large enough effect; inconclusive = small, poorly fitted or top-dose-only effect, or another doubt; inactive = no such curve, though single readings can be large; an effect the other way counts as inactive or inconclusive. This is a subset (hit frequency here may not be typical).
# Abbreviations – A = RXFP1 agonist; B = Glioma ERSR ind; C = USP1-UAF1 inh; D = mIDH1 inhibitor; E = LDHA block; F = Vif-APOBEC3F blk; G = PI4K2A inh; H = Vif-A3G inh; I = TrxR1 substrate
CSc1ccc(C2c3[nH]c4ccccc4c3CCN2C(=O)CCC2CCCC2)cc1 (configuration not stated)
  A = -0.4%	B = -4%	C = -21%	D = -7%	E = -6	F = 6%	G = -7	H = -6%	I = -2%[57.1 µM]
COc1ccc(/C=N/NC(=S)NC2CCS(=O)(=O)C2)cc1 (configuration not stated)
  A = 0.7%	B = 2%	C = 4%	D = 2%	E = 1	F = 7%	G = 1	H = 1%	I = -1%[57.1 µM]
N#CC(c1ccc(Cl)cc1)c1nc2ccccc2nc1C(F)(F)F (configuration not stated)
  A = 1.5%	B = -3%	C = -20%	D = 7%	E = 3	F = 0%	G = 5	H = -11%	I = 5%
Cc1csc(N2CCCC2c2nc3cc(C(F)(F)F)ccc3n2CCOCCO)n1 (configuration not stated)
  A = .	B = -5%	C = -30%	D = 17%	E = 4	F = -2%	G = -11	H = -2%	I = -7%[57.1 µM]
CCc1ccc(CNC(=O)CSCc2cnn(-c3ccccc3)c2-n2cccc2)cc1
  A = 0.6%	B = .	C = -5%	D = .	E = 1	F = .	G = -4	H = .	I = 3%
COc1ccc(NC(=O)N2CCC(CO)(CC3CCCCO3)CC2)c(OC)c1 (configuration not stated)
  A = 13%	B = 0%	C = -18%	D = 0%	E = -1	F = 1%	G = 0	H = -3%	I = 7%
CCCOc1ccc(-c2nc(C#N)c(N3CCC(C(N)=O)CC3)o2)cc1
  A = 0.2%	B = -4%	C = -13%	D = 4%	E = -8	F = -8%	G = 2	H = 1%	I = 61%[activator]
O=C(NCc1cccnc1)c1ccc(NC(=O)c2ccco2)cc1
  A = -0.9%	B = -2%	C = -9%	D = 14%	E = -9	F = -15%	G = 24	H = -1%	I = -2%[57.1 µM]
CCOC(=O)c1ccccc1NC(=O)COC(=O)C1CC(=O)N(c2ccc3c(c2)OCCO3)C1 (configuration not stated)
  A = 2.2%	B = -2%	C = -17%	D = 5%	E = -7	F = -36%	G = 0	H = -4%	I = 9%
Cc1ccc(N(CC(=O)NC2CCCC2)C(=O)c2ccc(C)s2)cc1
  A = 0.4%	B = 3%	C = -22%	D = 7%	E = -4	F = -1%	G = 4	H = 0%	I = -4%

# Copied from the list.
# Entry for COc1ccc(/C=N/NC(=S)NC2CCS(=O)(=O)C2)cc1 (configuration not stated) in Vif-A3G inh: 1%
# Entry for CCOC(=O)c1ccccc1NC(=O)COC(=O)C1CC(=O)N(c2ccc3c(c2)OCCO3)C1 (configuration not stated) in RXFP1 agonist: 2.2%
# Entry for Cc1csc(N2CCCC2c2nc3cc(C(F)(F)F)ccc3n2CCOCCO)n1 (configuration not stated) in Vif-APOBEC3F blk: -2%

# The list goes on:
# Abbreviations – A = RXFP1 agonist; B = Glioma ERSR ind; C = USP1-UAF1 inh; D = mIDH1 inhibitor; E = LDHA block; F = Vif-APOBEC3F blk; G = PI4K2A inh; H = Vif-A3G inh; I = TrxR1 substrate
CN(C)CCC(=O)c1ccc(F)cc1
  A = 2.0%	B = -4%	C = ?	D = 7%	E = -3	F = 0%	G = 13	H = 0%	I = 8%
O=C(CCc1nnc(-c2ccc3c(c2)OCO3)o1)N(Cc1ccncc1)CC1CCCO1 (configuration not stated)
  A = 0.3%	B = -1%	C = -8%	D = -3%	E = 1	F = -11%	G = 0	H = -1%	I = 7%
O=C1c2ccc(Cl)cc2S(=O)(=O)c2cccc(C(=O)N3CCN(c4ncc(Br)cn4)CC3)c21
  A = 3.9%	B = -2%	C = -22%	D = 0%	E = 1	F = -1%	G = 6	H = 2%	I = -1%[57.1 µM]
Cc1nc(CNS(=O)(=O)c2ccc(Br)cc2)cs1
  A = 1.9%	B = -2%	C = -18%	D = 6%	E = -6	F = -6%	G = 5	H = -5%	I = 2%
Cc1ccc(OCc2ccc(C(=O)NN)o2)cc1C
  A = -3.1%	B = 3%	C = -10%	D = -6%	E = -13	F = 13%	G = 0	H = 1%	I = 2%
COc1cc(C(=O)N2CCCCC2c2cc(C(=O)N3CCOCC3)no2)cc(OC)c1C (configuration not stated)
  A = .	B = -2%	C = .	D = .	E = -11	F = .	G = -4	H = -5%	I = .
CC(C)C(C)NC(=O)CN1C(=O)NC2(CCCc3ccccc32)C1=O (configuration not stated)
  A = 1.6%	B = -1%	C = -19%	D = -4%	E = 0	F = 2%	G = 2	H = -7%	I = 7%
Cn1c(SCc2ccc(F)cc2)nc2ccc(C(=O)NCc3cccc(Cl)c3)cc21
  A = -1.2%	B = -4%	C = -7%	D = 6%	E = 2	F = 8%	G = 2	H = 3%	I = -3%
O=C(C(c1ccccc1)c1ccccc1)N1CCN(Cc2ccc(Br)cc2)CC1
  A = -1.8%	B = -2%	C = -13%	D = 7%	E = -4	F = -8%	G = 0	H = 2%	I = 2%[57.1 µM]
CC1CCCC(C)N1C(=O)COC(=O)c1cncc(Br)c1 (configuration not stated)
  A = .	B = -2%	C = -17%	D = -2%	E = -8	F = -6%	G = 3	H = 0%	I = 10%[57.1 µM]
COc1ccccc1NCCC(=O)OCC(=O)Nc1cccc(S(=O)(=O)N(C)C)c1
  A = 0.0%	B = -3%	C = -9%	D = 3%	E = -1	F = 4%	G = -6	H = 0%	I = 1%
COc1ccc(S(=O)(=O)N(CC(=O)Nc2ccc(F)c(Cl)c2)c2ccc(C)cc2)cc1OC
  A = 0.8%	B = -3%	C = ?	D = 4%	E = -5	F = 1%	G = -3	H = -2%	I = 3%[57.1 µM]
Cc1ccc(CSc2nnc(-c3ccco3)o2)cc1
  A = -0.2%	B = 3%	C = -1%	D = 1%	E = 0	F = 6%	G = -1	H = -1%	I = 4%
C#CC(C)(CC)NC(=O)Cn1nnc(-c2ccc(OCc3ccccc3C)cc2)n1 (configuration not stated)
  A = 0.3%	B = -4%	C = -14%	D = -3%	E = -5	F = 3%	G = -2	H = 5%	I = -3%
Cc1ccc2[nH]c(CSc3nnc(NC(=O)COc4ccccc4F)s3)cc(=O)c2c1
  A = ?	B = -6%	C = -19%	D = 13%	E = -12	F = 0%	G = -1	H = 0%	I = -3%[57.1 µM]
CCCS(=O)(=O)Nc1ccc(N2CCCCC2)c(S(=O)(=O)Nc2ccccc2OC)c1
  A = 0.3%	B = -4%	C = -25%	D = 2%	E = -3	F = 2%	G = 2	H = -2%	I = -7%
Cc1ccc2nc(N(Cc3cccnc3)C(=O)C3CCCCC3)sc2c1
  A = -0.5%	B = -4%	C = ?	D = 1%	E = -5	F = 1%	G = 1	H = 3%	I = 0%[57.1 µM]
N#CCC(=O)Nc1ccc(C(=O)OCC(=O)NC2CCCc3ccccc32)cc1 (configuration not stated)
  A = .	B = -4%	C = -11%	D = -3%	E = -7	F = ?	G = 0	H = -2%	I = 5%
Cc1ccc(CNC(=O)CC2C(=O)Nc3c2c(=O)n(C)c(=O)n3Cc2ccccc2)cc1 (configuration not stated)
  A = 0.2%	B = -3%	C = -10%	D = 4%	E = 1	F = .	G = -2	H = 2%	I = 18%
CC(Sc1nnnn1C)C(=O)Nc1ccccc1-c1ccccc1 (configuration not stated)
  A = 0.9%	B = -2%	C = -6%	D = 0%	E = -11	F = 1%	G = 1	H = 2%	I = 9%
c1ccc(-c2sc3ccccc3c2-c2ccc(OCCN3CCOCC3)cc2)cc1
  A = .	B = -2%	C = -26%	D = -4%	E = -8	F = -1%	G = 2	H = -8%	I = 17%
CC(C)(C)NC(=O)Cn1c(=O)oc2ccc(Cl)cc21
  A = -2.6%	B = -1%	C = -13%	D = -6%	E = -14	F = -5%	G = -2	H = 2%	I = -1%
CCC(CO)Oc1cc(NC(=O)c2cccc3ccccc23)c2ncn(C(C)C)c2c1 (configuration not stated)
  A = .	B = -3%	C = ?	D = 3%	E = 2	F = 11%	G = -5	H = -4%	I = -4%
CCCCN1C(=O)NC(c2cccc([N+](=O)[O-])c2)C(C(=O)OCC)=C1C (configuration not stated)
  A = .	B = -5%	C = -30%	D = 7%	E = 5	F = 2%	G = -2	H = 1%	I = -7%[57.1 µM]
COC(=O)c1sc2nc(SCc3ccccc3C#N)n(N)c(=O)c2c1C
  A = 3.8%	B = -6%	C = -14%	D = 0%	E = -3	F = -4%	G = -2	H = 1%	I = 17%
CC[C@@H](C)[C@H](NS(=O)(=O)c1ccc(C)cc1)C(=O)N1CCC(C(=O)NCC(=O)O)CC1
  A = 1.9%	B = 1%	C = 0%	D = 1%	E = -5	F = -4%	G = 5	H = 1%	I = -8%

# A section from further up, as a working copy:
# Abbreviations – A = RXFP1 agonist; B = Glioma ERSR ind; C = USP1-UAF1 inh; D = mIDH1 inhibitor; E = LDHA block; F = Vif-APOBEC3F blk; G = PI4K2A inh; H = Vif-A3G inh; I = TrxR1 substrate
COC(=O)c1sc2nc(SCc3ccccc3C#N)n(N)c(=O)c2c1C
  A = 3.8%	B = -6%	C = -14%	D = 0%	E = -3	F = -4%	G = -2	H = 1%	I = 17%
CC[C@@H](C)[C@H](NS(=O)(=O)c1ccc(C)cc1)C(=O)N1CCC(C(=O)NCC(=O)O)CC1
  A = 1.9%	B = 1%	C = 0%	D = 1%	E = -5	F = -4%	G = 5	H = 1%	I = -8%

# High-throughput results deposited in PubChem by National Center for Advancing Translational Sciences (NCATS).
